EP2 mod: EP2 receptor (human) modulation; EP2-expressing cells, cAMP HTRF FRET, PGE2 co-stimulation; induction, % at 25 µM; 260,000 tested, 0.83% active; AID 940;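 active = compounds whose cAMP rise, as percent of the full-agonist control response, exceeds 60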;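 also: rat C6 glioma line stably carrying human EP2 under a CMV promoter; the protocol text gives 20 µM as final concentration; 100% = response of wells given 1 µM PGE2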
Target sequence (P43116 whole entry, looked up): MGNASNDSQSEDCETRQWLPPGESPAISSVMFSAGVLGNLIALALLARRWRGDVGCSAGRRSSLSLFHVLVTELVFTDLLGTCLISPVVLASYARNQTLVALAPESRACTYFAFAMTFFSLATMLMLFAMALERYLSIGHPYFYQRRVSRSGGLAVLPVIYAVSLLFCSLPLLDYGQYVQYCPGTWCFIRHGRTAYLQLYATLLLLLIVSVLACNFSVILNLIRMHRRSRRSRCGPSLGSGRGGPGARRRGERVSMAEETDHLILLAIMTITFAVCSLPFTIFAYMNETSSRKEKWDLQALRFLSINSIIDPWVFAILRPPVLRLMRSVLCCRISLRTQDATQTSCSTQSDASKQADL
PGE2 EP2 inh: EP2 receptor (human) inhibition; inhibition, % at 25 µM; 260,000 tested, 0.52% active; C6 glioma cells expressing human EP2, cAMP TR-FRET; cells stimulated with saturating PGE2;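 active = percent inhibition above 40 after rounding to a whole number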;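 also: rat C6 glioma host cells with rolipram phosphodiesterase inhibitor present; the protocol text gives 20 µM as final concentration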
Active calls of the source: *; & = joins results of further samples. Some of the compounds tested. The share of hits here may be higher or lower than overall.

item | Structure | PGE2 EP2 inh | EP2 mod
1 | COc1ccccc1NC(=O)N(Cc1ccco1)Cc1cc2cc(C)c(C)cc2[nH]c1=O | 5.3 | 31.1
2 | COc1ccccc1CNC(=O)C1CCCN(c2nc3ccccc3n2C)C1 (centres undefined) | 4.0 | -11.2
3 | CCc1ccc(N(CC(=O)N2CCN(CC)CC2)S(C)(=O)=O)cc1 | 11.1 | 6.2
4 | CC1CCC(=O)C(C2(O)C(=O)Nc3ccccc32)C1 (centres undefined) | 14.2 | 11.5
5 | Cc1nc(C(=O)NN)cc2c1[nH]c1ccccc12 | 11.3 | -58.1
6 | COc1ccc(-c2cc(C(F)(F)F)nc(SCC(=O)Nc3ccc(N(C)C)cc3)n2)cc1OC | 13.3 | 32.8
7 | CCC1=NN(C(=O)c2cccc(F)c2)C(O)(C(F)(F)F)C1 (centres undefined) | 4.9 | -5.6
8 | COCCCN1C(=O)C(O)=C(C(=O)c2ccc(C)o2)C1c1ccc(OC)c(OC)c1 (centres undefined) | 14.7 | -3.2
9 | COc1ccc2c(c1)C=C(CN1CCc3nc(N4CCCC(C)C4)[nH]c(=O)c3C1)CO2 (centres undefined) | 8.2 | -6.5
10 | CCC(=O)NC(c1ccc(Cl)cc1Cl)c1ccc2cccnc2c1O (centres undefined) | 6.1 | -39.5
11 | NC(=O)CN1CCN(c2ncccn2)CC1 | 7.0 | -10.2
12 | O=C(c1cnccn1)N(Cc1ccc(Cl)cc1)Cc1cc2cc3c(cc2[nH]c1=O)OCCO3 | 13.4 | -10.0
13 | C/C=C1\NC(=S)N(Cc2ccccc2)C1=O | 13.3 | -51.4
14 | Cc1ccc(C(C(=O)NCC2CCCO2)N(C(=O)Cc2cccs2)c2cccnc2)cc1 (centres undefined) | 8.1 | -2.6
15 | CCCC(c1nnnn1C1CCCC1)N1CCN(c2ccccc2OC)CC1 (centres undefined) | 10.6 | 13.8
16 | COc1ccccc1/C=C1/SC(=O)NC1=O | 11.5 | -36.1
17 | COc1cccc(CSc2nnc(-c3c[nH]c4ccccc34)o2)c1 | 9.3 | -35.7
18 | CCc1ccc2[nH]c(=O)c(CN(Cc3cccs3)S(=O)(=O)c3ccccc3)cc2c1 | 16.0 | -82.7
19 | O=S(=O)(c1ccc(S(=O)(=O)N2CCN(c3ccccc3F)CC2)cc1)N1CCOCC1 | 8.3 | -2.6
20 | Cc1ccc2[nH]c(=O)c(CN(C(=O)Nc3ccc(Cl)cc3)C3CCCC3)cc2c1 | 9.4 | -86.6
21 | CCOc1cccc(/C(O)=C2/C(=O)C(=O)N(CCCN(C)C)C2c2ccc(C)o2)c1 (centres undefined) | 8.1 | 5.6
22 | CN(CCCNC(=O)c1ncoc1-c1cccs1)c1ccccc1 | 8.1 | -81.9
23 | CCOc1cccc(/C(O)=C2/C(=O)C(=O)N(CCCN(C)C)C2c2cccs2)c1 (centres undefined) | 17.5 | 3.5
24 | O=S1(=O)CC(O)C(NCCc2ccccc2)C1 (centres undefined) | 11.0 | -3.7
25 | O=C(/C=C/c1ccc2c(c1)OCO2)c1cccs1 | 26.5 | -87.7
26 | COCCN1C(=O)C(=O)/C(=C(\O)c2cc(C)ccc2C)C1c1cccs1 (centres undefined) | 15.0 | 28.3
27 | NC1C=CC=C(C(=O)O)C1 (centres undefined) | 12.6&12.1 | 10.5
28 | COc1ccc(-c2nnc(SCC(=O)c3cc(OC)ccc3OC)o2)cc1 | 7.9 | -7.5
29 | Ic1cccc(-n2cnnn2)c1 | 11.2 | -28.8
30 | COc1ccc(CC(=O)N2CCC(n3nnc4ccccc4c3=O)CC2)cc1OC | 8.6 | -31.8
31 | OCCCNc1ncnc2[nH]ncc12 | 14.2 | 11.2
32 | O=C(NC1CCCCC1)C1CCCN1C(=O)Nc1ccc(F)cc1 (centres undefined) | 7.2 | -1.9
33 | CCOc1cccc(C(=O)Nc2sc(C(=O)OC)c(C)c2C#N)c1 | 9.3 | -58.8
34 | COc1cc(C2NC(=O)c3ccccc3N2)c(Cl)cc1OCC(=O)O (centres undefined) | 12.7 | -14.1
35 | Cc1nc(NC(=O)c2ccc(Br)cc2)sc1C(=O)Nc1ccc2c(c1)CCC2 | 11.9 | -10.2
36 | COc1ccc(CCNC(=O)C2CCCN2C(=O)Nc2cccc(OC)c2)cc1 (centres undefined) | 9.3 | -18.7
37 | COc1ccc(-c2cc(C(F)(F)F)nc(SCCC(=O)N3CC(C)OC(C)C3)n2)cc1 (centres undefined) | 3.8 | -61.6
38 | CCc1sc(-c2cc3ccccc3oc2=O)nc1-c1ccccc1 | 10.5 | 60.3
39 | O=C(O)C(=Cc1ccc(-c2ccccc2)cc1)C(=O)O | 9.8 | 24.6
40 | COC(=O)c1ccc(Cl)c(NC(=O)C2COc3ccccc3O2)c1 (centres undefined) | 9.4 | 42.2
41 | CCn1c(SCC(=O)N2CCCc3ccccc32)nnc1-c1ccc(Cl)cc1 | 10.2 | 7.3
42 | CCOc1ccc(C(c2nnnn2C(C)(C)CC)N2CCN(C(=O)c3ccco3)CC2)cc1 (centres undefined) | 9.2 | -17.0
43 | O=C(CSc1nnnn1-c1ccc2c(c1)OCCO2)c1ccc(F)cc1 | 6.8 | -105.2
44 | Cn1c(SCC(=O)Nc2ccc3c(c2)OCO3)nnc1-c1ccccc1N | 7.8 | -6.3
45 | COC(=O)c1ccc(NC(=O)c2sc3nc(C)cc(C)c3c2N)cc1 | 5.6 | -27.8
46 | CCN1CCN(C(c2ccc(Cl)cc2)c2nnnn2C2CCCC2)CC1 (centres undefined) | 20.1 | -12.9
47 | Cc1ccccc1C1(O)CCN(CC(O)c2ccc3c(c2)OCCO3)CC1 (centres undefined) | 2.2 | -5.0
48 | CCc1ccc(CN(Cc2ccco2)C(=O)c2cc3ccccc3oc2=O)cc1 | 7.6 | -66.6
49 | COc1ccc(C2(NCc3ccc(N4CCOCC4)nc3)CC2)cc1 | 8.2 | -59.1
50 | CC(C)CC1NC(=O)C(CCCN)NC(=O)C(C(C)C)NC(=O)C2CCCN2C(=O)C(Cc2ccccc2)NC(=O)C(CC(C)C)NC(=O)C(CCCN)NC(=O)C(C(C)C)NC(=O)C2CCCN2C(=O)C(Cc2ccccc2)NC1=O (centres undefined) | 11.4 | 33.5
51 | O=C(Cn1nc(-c2nccc3ccccc23)oc1=O)N1CCc2ccccc21 | 1.2 | -48.1
52 | CC(C)Oc1ccc(C2C(C#N)=C(N)OC3=C2C(=O)CC(C)(C)C3)cc1 (centres undefined) | 11.3 | 25.0
53 | CN(Cc1ccccc1)S(=O)(=O)c1ccc(OCC(=O)N2CCCCC2)cc1 | 8.6 | -40.4
54 | O=C(O)C1CSC(c2c(Cl)cccc2Cl)N1 (centres undefined) | 0.6 | 22.9
55 | CCc1ccc(N2CC(O)=C(c3nc4ccccc4n3C)C2=N)cc1 | 9.4 | -82.1
56 | COc1ccc(S(=O)(=O)N(C(=O)c2cccnc2)c2ccc3oc(=O)sc3c2)cc1 | 5.9 | -52.2

The list goes on:
item | Structure | PGE2 EP2 inh | EP2 mod
57 | Cc1nn(C(C)C)c(C)c1CN1C[C@@H]2CCCN2C[C@@H]1Cc1ccccc1 | 3.4 | -45.2
58 | CN(C)CCOC(=O)c1cccs1 | 9.1 | -45.5
59 | C=CCn1cnc2sc(C)c(-c3ccc(C)c(C)c3)c2c1=O | 9.5 | 32.5
60 | CCc1ccc(C2C(C(C)=O)=C(O)C(=O)N2CC(=O)OC)cc1 (centres undefined) | 16.8 | 2.3
61 | O=c1ccnc(NCc2ccccc2)[nH]1 | 1.3 | -26.0
62 | CCOCCCNC(=S)N(Cc1cc2ccc(C)cc2[nH]c1=O)CC1CCCO1 (centres undefined) | 6.4 | 4.1
63 | COc1ccc(C(=O)Nc2cccc(-c3nc4cc(C)cc(C)c4o3)c2C)cc1OC | 11.5 | -4.4
64 | Cc1ccc2nc(NC(=O)C3COc4ccccc4O3)sc2c1 (centres undefined) | 9.9 | -4.9
65 | COc1ccccc1C1(NC(=O)c2cnccn2)CCCC1 | 7.0 | 3.9
66 | CCOc1ccc2cc3c(N)c(C(C)=O)sc3nc2c1 | 6.8 | -19.9
67 | Cc1cc(C(C)(C)C)cc(C(C)(C)C)[o+]1 | 8.7 | -10.4
68 | CCOc1cc(C2C(C#N)=C(N)Oc3c2c(C)nn3-c2ccccc2)ccc1OCC(N)=O (centres undefined) | 9.8 | -19.3
69 | COc1ccc(C(=O)Nc2nnc(COc3ccccc3F)s2)cc1OC | 8.9 | -10.7
70 | COc1ccc(CNC(=O)CSc2nnc3c4ccccc4nc(C4CCCCC4)n23)cc1 | 10.4 | -5.4
71 | CCn1c(COc2cccc3ccccc23)nnc1SCC(=O)Nc1ccccc1Br | 5.5 | -39.2
72 | COC(=O)c1sc2ncn(Cc3ccccc3F)c(=O)c2c1C | 11.4 | 7.8
73 | CCc1cc2cc(OC)c(OC)cc2nc1SCC(=O)Nc1nc2c(s1)CCCC2 | 11.3 | 17.2
74 | O=C1NC2(CCN(C(=O)c3cccc4cccnc34)CC2)Nc2ccccc21 | 5.8 | -10.8
75 | CC(C(=O)O)c1ccc(CC2CCCC2=O)cc1 (centres undefined) | 14.8&11.0 | 8.1
76 | COCCn1c(SCC(=O)Nc2ccc(C)cc2C)nc2ccccc2c1=O | 10.1 | 25.1
77 | CCn1c(SCC(=O)Nc2cccc(Cl)c2)nnc1C1CC1 | 9.4 | -0.6
78 | COc1cccc(CN2CCN(S(=O)(=O)Cc3ccccc3)CC2)c1OC | 8.5 | -83.4
79 | CC(C)C(=O)Nc1nnc(SCC(=O)Nc2ccccc2F)s1 | 1.1 | -4.7
80 | Cc1ccc(-c2c(C)sc3nc[nH]c(=O)c23)cc1C | 7.9 | -7.9
81 | CCc1ccc(N(CC(=O)N2CCCCCC2)S(C)(=O)=O)cc1 | 9.8 | 1.1
82 | Cc1cc(=O)c2ccc(Cl)c(C)c2[nH]1 | 12.6 | -16.5
83 | COc1ccccc1NC(=O)C(C#N)Cc1cc2ccc(C)c(C)c2[nH]c1=O (centres undefined) | 11.6 | -10.9
84 | Cc1ccc(NC(=O)C2C(=O)NC3(C)CC2c2ccccc2O3)c(C)c1 (centres undefined) | 9.3 | -6.6
85 | O=C(NCc1ccco1)Nc1c[nH]c2cccnc2c1=O | 6.5 | -6.9
86 | CCn1c(=O)c(C(=O)Nc2ccc(Cl)cc2Cl)c(O)c2ccccc21 | 9.6 | 14.6
87 | O=c1[nH]c2cc3c(cc2cc1CN(CCCO)C(=S)NCCc1ccccc1)OCO3 | 10.9 | -39.9
88 | Cc1ccccc1C(=O)NCCc1nc(-c2ccncc2)n[nH]1 | 8.9 | -19.0
89 | CCc1ccc2c(c1)C1N=NC(SCC(=O)N(C)C3CCCCC3)=NC1N2C (centres undefined) | 5.3 | 45.2
90 | CCCn1c(SCC(=O)Nc2ccccc2Br)nc2c1c(=O)n(C)c(=O)n2C | 5.7 | 8.5
91 | O=S(=O)([O-])CCC[n+]1ccc(Oc2ccccc2)cc1 | 13.1 | 1.8
92 | CN1Cc2cccc(C(=O)O)c2C1=O | 9.3 | 10.0
93 | CC(=O)c1cccc(N(CC(=O)NC(C)(C)C)C(=O)CNC(=O)c2cccs2)c1 | 18.2 | -19.7
94 | CC(=O)OCc1ccc(CN[C@@H]2CCC(=O)N[C@H]2c2cc(F)cc(F)c2)o1 | 5.4 | -24.3
95 | CCC(CN1CCOCC1)NC(=O)Cc1csc(-c2cccc(F)c2)n1 (centres undefined) | 4.3 | -5.2
96 | O=C(NCc1ccccc1Cl)C1CCN(C(=O)NC2CCCCC2)CC1 | 6.9 | 7.0

Given in transposed form: entries from further up.
#90 CCCn1c(SCC(=O)Nc2ccccc2Br)nc2c1c(=O)n(C)c(=O)n2C
#91 O=S(=O)([O-])CCC[n+]1ccc(Oc2ccccc2)cc1
#92 CN1Cc2cccc(C(=O)O)c2C1=O
#93 CC(=O)c1cccc(N(CC(=O)NC(C)(C)C)C(=O)CNC(=O)c2cccs2)c1
#94 CC(=O)OCc1ccc(CN[C@@H]2CCC(=O)N[C@H]2c2cc(F)cc(F)c2)o1
#95 CCC(CN1CCOCC1)NC(=O)Cc1csc(-c2cccc(F)c2)n1 (centres undefined)
#96 O=C(NCc1ccccc1Cl)C1CCN(C(=O)NC2CCCCC2)CC1
compound no. | 90 | 91 | 92 | 93 | 94 | 95 | 96
PGE2 EP2 inh | 5.7 | 13.1 | 9.3 | 18.2 | 5.4 | 4.3 | 6.9
EP2 mod | 8.5 | 1.8 | 10.0 | -19.7 | -24.3 | -5.2 | 7.0

Next part.
item | Structure | PGE2 EP2 inh | EP2 mod
97 | Cc1nn(C)c(C)c1NC(=O)CCCl | 6.0 | 8.3
98 | COc1ccccc1NC(=O)N(Cc1cc2cc3c(cc2[nH]c1=O)OCCO3)CC1CCCO1 (centres undefined) | 6.8 | -28.8
99 | CS(=O)(=O)c1nc(Cl)n[nH]1 | 14.2 | 15.5
100 | Cc1cccc2cc(CN(Cc3ccccc3)Cc3nnnn3C3CCCC3)c(=O)[nH]c12 | 8.0 | 50.9
101 | COc1ccc(-c2nnn(CC(=O)Nc3ccc(C(C)C)cc3)n2)cc1OC | 12.1 | -15.2
102 | CC(CCC(=O)O)[C@H]1CCC2C3C(=O)C[C@@H]4CC(=O)CC[C@]4(C)C3CC(=O)[C@@]21C (some centres undefined) | 9.2 | 6.9
103 | COc1ccc(C(C)C)cc1S(=O)(=O)N1Cc2ccccc2CC1C(N)=O (centres undefined) | 1.9 | -23.0
104 | Cc1cccc(-n2c(SCC(=O)Nc3nccs3)nnc2-c2ccoc2C)c1 | 7.9 | -8.2
105 | O=C(N1CCOCC1)[n+]1ccc(N2CCOCC2)cc1 | 7.7 | -15.8
106 | O=C(O)CSC1=NCCN1 | 13.8&8.8 | 7.2&1.5
107 | CC(C)c1ccc(NC(=O)N2CCC(n3nnc4cc(C(F)(F)F)ccc43)CC2)cc1 | 6.3 | 29.0
108 | CC(C)C(=O)N1CCC[C@@H](Cn2nc(-c3cccs3)ccc2=O)C1 | 3.8 | -55.5

Given with values under each structure: part of the list above
Results follow in this order: PGE2 EP2 inh | EP2 mod
107. CC(C)c1ccc(NC(=O)N2CCC(n3nnc4cc(C(F)(F)F)ccc43)CC2)cc1
→ 6.3 | 29.0
106. O=C(O)CSC1=NCCN1
→ 13.8&8.8 | 7.2&1.5
